Screening results deposited in PubChem by several laboratories.
KCC2 mod – modulates chloride dependent transport by human KCC2; B-score of Tl+ flux slope (higher = more flux/activation; lower = inhibition) at 10 µM; Q9H2X9; KCC2 cells, thallium flux FluoZin-2 fluorescence; 2.2% of 190,000 active;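 active = thallium flux slope and its plate-corrected score both differing from the plate sample mean at a set confidence after two filtering rounds, in either direction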;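 note: slope of fluorescence scaled to starting intensity during 10 to 20 s after thallium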
PERK inh – blocks human PERK kinase; inhibition, % at 5.6 µM; AID 1416; 0.17% of 220,000 active; Q9NZJ5; CHO PERK-DD fusion, SEAP luminescence translation reporter;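 active = inhibition above the mean inhibition of all tested compounds plus 3 SD, set separately per screening campaign, cut at about 2.9% in these data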;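 note: PERK kinase domain activated by AP20187 dimerizer at 100 nM; 0% = DMSO with dimerizer and 100% = rapamycin at 8.4 µM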
Target sequence (Q9NZJ5 whole entry, looked up, the tested form may be a part): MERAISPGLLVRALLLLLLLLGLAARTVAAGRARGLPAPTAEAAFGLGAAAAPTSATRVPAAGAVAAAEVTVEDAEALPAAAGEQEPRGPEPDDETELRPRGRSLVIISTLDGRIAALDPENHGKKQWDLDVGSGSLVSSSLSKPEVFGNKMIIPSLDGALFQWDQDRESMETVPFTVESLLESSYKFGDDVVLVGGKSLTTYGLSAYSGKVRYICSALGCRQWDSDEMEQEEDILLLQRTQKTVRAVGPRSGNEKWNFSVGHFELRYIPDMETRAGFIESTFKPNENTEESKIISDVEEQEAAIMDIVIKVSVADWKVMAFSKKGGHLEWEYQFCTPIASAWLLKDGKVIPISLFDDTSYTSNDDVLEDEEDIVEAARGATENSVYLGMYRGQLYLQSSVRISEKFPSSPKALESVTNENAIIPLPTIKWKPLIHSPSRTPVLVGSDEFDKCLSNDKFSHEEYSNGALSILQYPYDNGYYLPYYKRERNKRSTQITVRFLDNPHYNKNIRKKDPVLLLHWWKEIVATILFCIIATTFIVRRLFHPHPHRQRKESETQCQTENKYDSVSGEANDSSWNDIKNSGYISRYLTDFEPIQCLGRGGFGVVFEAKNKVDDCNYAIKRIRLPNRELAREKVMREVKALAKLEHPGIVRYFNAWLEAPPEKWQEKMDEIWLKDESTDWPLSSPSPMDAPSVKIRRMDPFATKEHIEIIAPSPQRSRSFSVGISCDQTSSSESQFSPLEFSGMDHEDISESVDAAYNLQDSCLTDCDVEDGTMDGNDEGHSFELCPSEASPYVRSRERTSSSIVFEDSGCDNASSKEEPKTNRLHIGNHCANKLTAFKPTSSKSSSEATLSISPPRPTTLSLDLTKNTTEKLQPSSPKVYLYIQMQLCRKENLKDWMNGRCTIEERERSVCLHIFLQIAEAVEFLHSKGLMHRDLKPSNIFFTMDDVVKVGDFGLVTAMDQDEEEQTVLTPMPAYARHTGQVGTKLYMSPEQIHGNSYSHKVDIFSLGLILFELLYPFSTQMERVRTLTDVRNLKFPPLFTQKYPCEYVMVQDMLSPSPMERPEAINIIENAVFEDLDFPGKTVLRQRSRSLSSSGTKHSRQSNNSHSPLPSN
Rad51 HR inh – blocks human Rad51 in homologous recombination. Q06609. hRad51 DNA strand exchange, fluorescence dequenching. inhibition, % at 10 µM. 0.085% of 200,000 active. AID 1385;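 active = inhibition above 40% at the single screening dose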;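 note: 0% = DMSO control wells and 100% = blanks with heterologous ssDNA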
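Test system: preformed human Rad51 ssDNA filaments; also added: Donor/quencher-labelled 47-bp dsDNA substrate; doses: 10 µM final, single point; times: 37 °C 15-min filament assembly, 30-min compound preincubation, 15-min exchange; detection: FRET fluorescence dequenching, excitation 485 nm, emission 520 nm; read-out basis: Fluorescence-based percent inhibition, control- and blank-normalised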
FXIIa inh 1536 – inhibitors of human coagulation factor XIIa; purified FXIIa, Boc-QGR-AMC fluorogenic substrate, 2 h; inhibition, % at 5 µM; 0.3% of 220,000 active; AID 800; in the data active = inhibition above about 40%;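 note: 0% = enzyme with no compound and 100% = blank without enzyme; many of its hits are not listed in these tables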
Furin inh – human furin inhibition | P09958 | purified furin, fluorogenic substrate cleavage | inhibition, % at 30 µM | 0.061% of 220,000 active; in the data active = inhibition above about 25%; note: inactives centre near -15
Calpain2 inh – calpain II (pig) inhibition; purified calpain II, fluorogenic peptide substrate, 30 min; inhibition, % at 16 µM; 0.37% of 220,000 active; AID 1236;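 active = inhibition above about 50%, limit read from the data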
FXIa inh – inhibitors of human coagulation factor XIa; P03951; purified FXIa, Boc-Glu-Ala-Arg-AMC fluorogenic substrate; inhibition, % at 5 µM; 0.14% of 220,000 active; AID 798;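 active = inhibition of at least 40%; inactive = inhibition below 40%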;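 note: fluorescence of freed AMC excited at 355 nm; 0% = enzyme without compound and 100% = no enzyme blank; many of its hits are not listed in these tables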
hK5 inh – inhibitors of human kallikrein 5; recombinant hK5, fluorogenic AMC substrate cleavage; 0.59% of 210,000 active; inhibition, % at 5 µM;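 active = inhibition of 40% or more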;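 note: 0% = enzyme controls without compound and 100% = no-enzyme blanks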
Thrombin inh – inhibitors of human thrombin; 0.26% of 220,000 active; AID 1046; P00734; alpha-thrombin, Boc-VPR-AMC fluorogenic substrate cleavage; inhibition, % at 5 µM;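 active = inhibition at or above 40%; inactive = inhibition below 40%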;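 note: 0% = enzyme with no compound and 100% = wells without enzyme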
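System – human alpha-thrombin · Medium – pH 7.5 Tris (50 mM) with NaCl 150 mM, Tween 20 0.05% · Compound – single-point dosing at 5 µM, 0.2% DMSO · Incubation – enzyme reaction carried out at room temperature · Technique – fluorescence of released AMC, ex 355 nm, em 460 nm · Read-out basis – % inhibition of thrombin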
* = called active by the depositor; i = inactive; . = not tested or not shown; [ ] = another dose, or the depositor's remark.

nr	SMILES	KCC2 mod	PERK inh	Rad51 HR inh	FXIIa inh 1536	Furin inh	Calpain2 inh	FXIa inh	hK5 inh	Thrombin inh
1	NC(=O)[C@H]1CC2(CC(c3cccc(NC(=O)CC(c4ccccc4)c4ccccc4)c3)=NO2)CN1C(=O)CC(c1ccccc1)c1ccccc1 (stereo partly drawn)	1.1	.	-5	11	-20	-14	1	1	0
2	O=C(CC12CC3CC(CC(C3)C1)C2)NCC(=O)N1CCc2ccccc2C1	-0.029	-1.8	4	4	-14[20 µM]	19	0	-2	2
3	Cc1ccc2cc3cc(C(=O)N(CC(=O)NC4CCCC4)c4cccc(C)c4C)sc3nc2c1	.	0.5	-3	20	-9[20 µM]	-130	8	-5	3
4	CN(C(=O)COC(=O)c1ccc2c(c1)OCO2)C1CCS(=O)(=O)C1 (stereo not drawn)	0.48	0.4	8	10	-11	-8	-2	-9	-1
5	CC(C(=O)N1CCCCC1)N(C)CC(=O)Nc1ccc(Cl)cc1 (stereo not drawn)	3	-0.9	5	.	-22	-4	-1	3	-6
6	CC(=O)c1cccc(NC(=O)C2CCCN(S(C)(=O)=O)C2)c1 (stereo not drawn)	0.074	-0.1	0	3	-26[20 µM]	-41	-4	-7	-2
7	CCCC(=O)Nc1sc2c(c1C#N)CCCC2	0.91	-0.5	4	11	-25[20 µM]	-8	2	0	0
8	COC(=O)c1ccccc1NC(=S)NC(NC(=O)c1ccco1)C(Cl)(Cl)Cl (stereo not drawn)	.	0.7	-7	8	-17[20 µM]	-19	3	-11	1
9	CCc1nc(C#N)c(N2CCCCC2)o1	-0.017	2.4	-12	8	-20	4	15	-11	0
10	CC1=CC2=NC(=O)CC(C)(C(=O)N(CC(=O)NC(C)(C)C)C3CCCC3)N2C=C1 (stereo not drawn)	0.38	1.2	0	12	-8[20 µM]	-134	4	-30	-2
11	N#CCCn1c(SCC(=O)Nc2ccc(N3CCOCC3)cc2)nc2ccccc21	0.71	0.2	1	13	-9	-13	5	-21	-1
12	CCC(C)c1ccc(NC(=S)Nc2ccc(OC)cc2)cc1 (stereo not drawn)	-0.72	0.1	4	3	-17	25	-7	-11	-14
13	Cc1ccc(S(=O)(=O)N2CCN(CC(=O)NC(=O)NCc3ccccc3)CC2)cc1C	0.25	-0.5	-2	7	-12[20 µM]	-11	1	-11	-5
14	O=C(CN1CCN(C(=O)c2cccs2)CC1)Nc1ccc(Br)cc1	.	0.0	-2	14	-23	-32	-2	-26	1
15	Cc1ccc(-n2[nH]c(C)c(C=Nc3ccc(S(=O)(=O)Nc4nccs4)cc3)c2=O)cc1C	-1.9	0.7	-4	7	-16	-24	-3	-2	-6

Next section; it opens with the three that closed the last part.
nr	SMILES	KCC2 mod	PERK inh	Rad51 HR inh	FXIIa inh 1536	Furin inh	Calpain2 inh	FXIa inh	hK5 inh	Thrombin inh
13	Cc1ccc(S(=O)(=O)N2CCN(CC(=O)NC(=O)NCc3ccccc3)CC2)cc1C	0.25	-0.5	-2	7	-12[20 µM]	-11	1	-11	-5
14	O=C(CN1CCN(C(=O)c2cccs2)CC1)Nc1ccc(Br)cc1	.	0.0	-2	14	-23	-32	-2	-26	1
15	Cc1ccc(-n2[nH]c(C)c(C=Nc3ccc(S(=O)(=O)Nc4nccs4)cc3)c2=O)cc1C	-1.9	0.7	-4	7	-16	-24	-3	-2	-6
16	Cc1c(C(=O)Nc2ccccn2)oc2ccccc12	-1.6	-0.3	7	8	-6	7	3	8	7
17	O=C(NCCC1=CCCCC1)c1ccc(=O)oc1	-2.5	0.2	5	18	5	-16	-9	-21	-16
18	O=C1CCSc2ccc(Cl)cc2N1Cc1cccc(Cl)c1	.	-0.4	-5	16	-2[20 µM]	1	2	20	3
19	CCOC(=O)N1CCc2c(sc3ncn(Cc4ccc(F)cc4)c(=O)c23)C1	-0.92	0.0	-8	9	-25	-4	-16	6	-1
20	Cc1ccc(-n2c(-c3c(-c4ccccc4)noc3C)n[nH]c2=S)cc1	.	-0.1	-2	14	-17[20 µM]	-3	-1	4	-3
21	CC(C)C1O/C(=N/C(=O)Nc2ccc(Cl)c(Cl)c2)NC1=O (stereo not drawn)	-1	0.6	-3	9	-20	3	-3	-30	-2
22	COC(=O)CNC(c1ccccc1)c1cc(Br)ccc1NC(=O)OCc1ccccc1 (stereo not drawn)	0.41	0.0	8	22	-6[20 µM]	37	1	-8	2
23	O=C(CSc1nc(O)c(Cc2ccccc2)c(=O)[nH]1)Nc1nnc(SCc2ccccc2)s1	-2.3	-0.1	3	12	-17	12	25	.	25
24	O=C(Nc1nc(=O)[nH]s1)c1ccccc1	0.51	0.8	11	10	-25	57*	-1	-1	-4
25	O=C(CC1C(=O)N(c2ccc(Cl)cc2)C(=S)N1CCc1ccncc1)Nc1ccc(F)cc1 (stereo not drawn)	.	-0.9	-6	1	-1[20 µM]	-4	-16	-1	-1
26	COC(=O)C1SCC2C(=O)N(Cc3ccc(F)cc3)CC(=O)N21 (stereo not drawn)	-0.95	-0.1	3	10	-30	-11	-4	-2	-5
27	CC(C)CN(Cc1c(O)ccc2c3c(c(=O)oc12)CCC3)CC(C)C	-1.1	-0.5	-6	-38	-64[20 µM]	i	-42	i	-23
28	CS(=O)(=O)NN1C(=O)c2ccccc2NC1c1cccc2cccnc12 (stereo not drawn)	0.82	-0.1	.	13	-2	17	12	-21	-3
29	CC[C@@H]1CC=C[C@H]2[C@H]1C(=O)N(Cc1ccccc1)[C@H]2c1ccoc1	-2.1	.	-4	4	-23	-33	-4	-3	-8
30	CCn1cc(C(=O)OCc2cccc(Br)c2)c(=O)c2ccc(C)nc21	-0.55	-0.5	-2	7	-15[20 µM]	19	-12	-2	0
31	CC1CN(S(=O)(=O)c2ccc(C(=O)Nc3nc(-c4cc5ccccc5o4)cs3)cc2)CC(C)O1 (stereo not drawn)	-0.038	0.8	12	9	-20	-129	9	-13	0
32	COc1cc2c(cc1OC)CN(CC(=O)Nc1ccc3c(c1)OC(F)(F)O3)CC2	-0.57	-0.3	.	3	-19[20 µM]	i	-3	-9	-3
33	COc1ccccc1CC(=O)NN1C(=O)c2ccccc2C1=O	0.78	-0.3	25	106*	-6	32	3	44*	6
34	OCCSc1ncnc2c1oc1ccccc12	0.29	0.9	4	9	-23	0	0	4	0
35	O=S(=O)(Cc1ccccc1)/C1=C(\N2CCOCC2)CCCCCC1	0.74	-0.5	-5	-11	-31	6	-8	-2	-16
36	CCCNc1ncnc2nc[nH]c12	0.99	0.6	-5	12	-12	-9	8	-2	0
37	COc1oc(-c2ccc(Cl)cc2)nc1C(F)(F)F	0.033	1.3	-8	18	-17[20 µM]	-19	9	-5	3
38	COc1cccc(/C=N/NC(=O)c2ccc(=O)n(C)c2)c1OC	1.1	0.0	-3	4	-16	-12	-2	-4	-7
39	CSc1nc2nccc(-c3ccc(Oc4ccccc4)cc3)n2n1	.	-1.2	-1	9	-12[20 µM]	25	-3	4	-2
40	CC1=NN(c2ccccc2)C(=O)C1/C=C1\NC(=S)NC1=O (stereo not drawn)	0.053	0.7	6	10	-15	-8	1	3	8
41	CC(=O)Nc1ccc(S(=O)(=O)NC(C(=O)O)C2=CCC=CC2)cc1 (stereo not drawn)	0.075	1.5	5	17	-21	-20	2	-7	1
42	O=C(Cc1ccccc1)NNS(=O)(=O)c1ccc(F)cc1	-0.09	1.2	.	4	-30	-26	-5	-5	-2
43	O=C1CC(c2ccccc2)Sc2nc(-c3ccccc3)c(-c3ccccc3)n21 (stereo not drawn)	0.87	0.8	-2	13	-7	-73	8	-7	4
44	O=C(CSC1=NCCN1)NC12CC3CC(CC(C3)C1)C2	.	0.7	-8	-8	-34	-14	9	-4	3
45	CCCN(CCC)S(=O)(=O)c1ccc(NC(=O)C2CCCO2)cc1 (stereo not drawn)	0.14	0.6	4	12	-5[20 µM]	10	7	-8	-2
46	COc1ccc2c(c1)-c1nc(/N=C/c3ccc(O)c(OC)c3)sc1CC2	0.032	0.2	-6	8	6	-2	1	-19	-3
47	CN(NS(=O)(=O)c1ccc(Cl)cc1)c1cnn(C)c(=O)c1Cl	.	1.2	12	8	-17	4	2	0	-7
48	O=C1CC(c2ccco2)Cc2nc(Nc3nc(-c4ccccc4)c4ccccc4n3)ncc21 (stereo not drawn)	-0.99	-1.4	.	17	-16	-182	2	-23	3
49	O=C(NCCN=C1NS(=O)(=O)c2ccccc21)c1ccc2nccnc2c1	-0.18	0.7	1	15	-18	-71	5	-4	2
50	CC(C)CC(NC(=O)C(Cc1ccc(OCc2ccccc2)cc1)NC(=O)OC(C)(C)C)C(N)=O (stereo not drawn)	.	-0.3	0	-5	-24[20 µM]	17	-5	-8	-5
51	N=c1c2c(ncn1Cc1ccco1)Oc1c(ccc3ccccc13)C2c1ccccc1 (stereo not drawn)	-0.42	-0.7	9	6	-13	-23	7	-11	-6
52	Cc1ccccc1C(=O)Oc1ccccc1C(=O)N1CCOCC1	2.4	-0.2	1	8	-20[20 µM]	13	-1	4	0
53	COCCNC(=O)c1cc(S(=O)(=O)N(C)c2ccccc2OC)ccc1C	0.096	-1.4	13	-1	-17	-21	-6	-1	-4
54	COc1ccccc1Oc1coc2c(CN3CCN(C)CC3)c(O)ccc2c1=O	-0.024	1.8	0	9	-9[20 µM]	i	12	-2	-1
55	CCOc1ccc(C(=O)Nc2ccc(N3CCN(C)CC3)cc2)cc1Br	0.36	-1.3	-4	16	26*[20 µM]	-10	0	5	4
56	CC(C)(CO)NC(=O)CC1C(=O)NCCN1Cc1ccc(-c2ccccc2)cc1 (stereo not drawn)	0.47	0.5	2	4	-13	-51	-4	-3	-4
57	COc1cc(O)c(C(CCN2CCCCC2)c2cc(OC)c(OC)c(OC)c2)c(OC)c1 (stereo not drawn)	0.54	.	-6	8	-26	9	5	5	4
58	CNc1nc(SC(C)C(=O)Nc2ccc(Cl)c(Cl)c2)nc(N2CCOCC2)n1 (stereo not drawn)	1.4	0.7	9	9	-28	13	4	1	-1
59	COc1ccc(C(=O)NC2CCN(C(=S)Nc3cccc(C)c3)CC2)cc1	.	-0.9	-3	7	-17[20 µM]	-14	-6	-12	-9
60	COc1cccc(-n2c(-c3cccc(S(=O)(=O)N(C)C)c3)n[nH]c2=S)c1	-0.77	0.2	2	5	-7	15	0	-4	.
61	CC1CCN(CC(=O)c2cccs2)CC1	0.7	0.8	-4	4	-15	-13	-4	-4	-3
62	COc1c(Cl)cc(Cl)cc1C(=O)Nc1ccc(NC(=O)c2cccs2)cc1	-0.0029	-0.8	-1	16	1[20 µM]	-104	13	17	29
63	CC(=O)Nc1nc2ccccc2n1Cc1ccccc1C	.	-1.1	-12	-3	-24	-8	-2	-32	-12
64	O=C(/C=C/c1cccs1)N1CCCCC1	-0.73	0.8	-2	5	-18	26	-1	0	-6
65	O=C(Nc1nnc(C2CC2)s1)C1=NN(C2CCS(=O)(=O)C2)C(=O)CC1 (stereo not drawn)	0.028	0.9	-4	7	-17	8	1	13	0
66	CCOC(=O)N1CCN(C(=S)Nc2ccc3nc(N4CCN(CC)CC4)cc(C)c3c2)CC1	0.025	-1.3	9	14	0	-30	11	-20	-9
67	Cc1cc(C(=O)N/N=C/c2cc(Br)ccc2OC(=O)c2ccccc2Cl)n[nH]1	-0.11	-0.1	-10	5	-18	-31	-3	10	-3

These rows are one share of the data, so the mix of outcomes need not match the whole.
